# KDM5B inhibitor: KDM5B demethylase inhibition; Potency, µM (titrated, usually from 57.7 µM), without a hit: at the highest dose activity change, negative = inhibition, most hits filed as inhibitors; AID 1347165; KDM5B demethylase, FDH-coupled NADH fluorescence (FDH is formaldehyde dehydrogenase); 220,000 tested, 2.6% active; Q9UGL1; active means well fitted inhibition curve with a large enough effect; inconclusive means small, poorly fitted or top-dose-only effect; inactive means no such curve, though single readings can be large or run the other way; further: 0% is about no effect; nearly all actives have a fitted effect of over 70% in size
# Target sequence (Q9UGL1 whole entry, looked up): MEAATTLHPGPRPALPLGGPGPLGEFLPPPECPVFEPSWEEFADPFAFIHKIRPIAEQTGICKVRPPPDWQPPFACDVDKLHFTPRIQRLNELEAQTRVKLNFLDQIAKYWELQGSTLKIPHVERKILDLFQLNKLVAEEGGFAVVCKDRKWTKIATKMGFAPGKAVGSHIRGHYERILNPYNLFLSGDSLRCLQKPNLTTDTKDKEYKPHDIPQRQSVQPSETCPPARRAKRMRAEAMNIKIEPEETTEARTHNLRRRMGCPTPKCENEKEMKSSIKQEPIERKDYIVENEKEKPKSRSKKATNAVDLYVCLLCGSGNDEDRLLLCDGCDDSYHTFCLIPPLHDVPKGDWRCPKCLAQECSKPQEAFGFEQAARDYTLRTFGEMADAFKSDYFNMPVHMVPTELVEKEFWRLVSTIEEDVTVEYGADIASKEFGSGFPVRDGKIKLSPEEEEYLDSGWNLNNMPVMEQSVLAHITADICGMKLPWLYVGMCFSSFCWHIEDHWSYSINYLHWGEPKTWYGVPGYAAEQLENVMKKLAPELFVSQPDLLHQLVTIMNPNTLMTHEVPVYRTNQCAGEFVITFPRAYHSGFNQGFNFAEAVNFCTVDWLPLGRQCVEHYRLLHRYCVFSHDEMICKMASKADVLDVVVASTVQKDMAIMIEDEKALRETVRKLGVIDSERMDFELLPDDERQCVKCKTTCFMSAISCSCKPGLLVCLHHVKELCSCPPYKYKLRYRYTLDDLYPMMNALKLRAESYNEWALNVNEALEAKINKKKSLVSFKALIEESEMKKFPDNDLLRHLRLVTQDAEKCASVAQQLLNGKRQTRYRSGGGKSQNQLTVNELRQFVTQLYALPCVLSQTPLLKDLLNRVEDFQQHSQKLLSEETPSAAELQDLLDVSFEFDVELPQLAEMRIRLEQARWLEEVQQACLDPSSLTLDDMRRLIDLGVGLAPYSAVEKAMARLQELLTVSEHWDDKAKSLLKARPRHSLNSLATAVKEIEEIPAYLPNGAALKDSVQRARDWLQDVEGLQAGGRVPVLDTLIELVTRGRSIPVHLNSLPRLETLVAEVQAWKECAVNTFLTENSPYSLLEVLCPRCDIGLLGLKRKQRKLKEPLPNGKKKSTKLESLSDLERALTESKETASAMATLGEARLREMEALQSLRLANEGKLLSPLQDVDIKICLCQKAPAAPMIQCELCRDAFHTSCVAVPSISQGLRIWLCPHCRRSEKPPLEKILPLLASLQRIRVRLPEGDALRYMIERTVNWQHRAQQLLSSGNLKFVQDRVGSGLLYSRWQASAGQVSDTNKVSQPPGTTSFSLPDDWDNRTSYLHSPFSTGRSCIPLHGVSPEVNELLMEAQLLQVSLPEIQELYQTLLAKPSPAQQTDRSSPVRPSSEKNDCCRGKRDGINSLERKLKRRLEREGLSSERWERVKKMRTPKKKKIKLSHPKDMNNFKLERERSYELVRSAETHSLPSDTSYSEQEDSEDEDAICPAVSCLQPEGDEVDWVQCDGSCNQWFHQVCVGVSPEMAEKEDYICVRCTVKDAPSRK
#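 Compound dilutions met 200 nM (final) KDM5BΔAP for 10 min at room temperature before substrate addition. The substrate mix held 12.5 µM H3K4me3 with cofactors 25 µM α-ketoglutarate and 50 µM Fe²⁺. NADH signal gain over 30 min defined activity.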
# Numbers without * were called inactive; ? = inconclusive; & = joins results of further samples; [ ] = dose if it differs, or a comment. Potency means the concentration at half of the fitted maximal effect. Some of the compounds tested; count on the stated rates, not on these rows.
structure	KDM5B inhibitor
CC(C)Oc1ccccc1/C=N/O	2%
CC1=NN(c2ccccc2)C(=O)C1C=Nc1ccc(N(C)C)cc1 (stereo not given)	-9%
COCCn1c(SCC(=O)c2ccc(C)cc2C)nc2cc(C(=O)NC3CCCC3)ccc2c1=O	16%
O=c1cc(-c2ccccc2)n2c(SCc3ccccc3Cl)nnc2[nH]1	?
COc1ccc(-n2c(CCC(=O)O)ccc2-c2ccccc2)cc1	?
CC(C)c1ccc(CN2CCC3(CC2)OCCN(C)C3=O)cc1	-11%[86.2 µM]
COc1cccc(-c2noc(CSc3nc(C4CC4)n(-c4ccccc4)n3)n2)c1	-6%
CCN1CCN(C(=O)CN2CC3CC(C2)[C@H]2CCCC(=O)N2C3)CC1 (stereo not given in full)	-17%
Cc1ccc(-c2c(C(=O)Nc3ccc(F)c(F)c3)oc(=O)c3ccccc23)cc1	4%
COCCN1C(=O)c2cccn2CC1CNC(=O)c1cn[nH]c1-c1ccc(F)cc1 (stereo not given)	-14%
O=c1[nH]nc(Cc2ccc([N+](=O)[O-])cc2)c2ccccc12	0%
Cc1ccc(CC(=O)NC2CCN(c3cc(-c4ccccc4)[nH]n3)C2)cc1 (stereo not given)	?
COc1ccc(C(=O)N2CCN(Cc3cn(-c4ccccc4)nn3)CC2)cc1	33%
COCCOc1nc2c(c(=O)n(C)c(=O)n2C)n1Cc1ccccc1	12%
CC1CCN(S(=O)(=O)c2ccc3nc(Nc4cccc(C(F)(F)F)c4)ccc3c2)CC1	300%
c1cc2c(cc1-c1cnc3n1C[C@H](CNC1CCOCC1)OC3)OCO2	-22%[86.2 µM]
CCCNC(=O)Cn1nc(-c2ccc(OC)cc2)c2cnc3ccc(F)cc3c21	-24%
CC1(C)CC(=O)C=C(Nc2ccccc2)C1	17%
CCC(C)(C)NCc1ccco1	27%
O=C(N/N=C/c1ccccc1)C1CC1c1ccccc1 (stereo not given)	29%
CN(Cc1ccccc1C(F)(F)F)S(=O)(=O)NCc1ccccc1	22%
CCn1nc(C(=O)Nc2ccccc2F)c2ccccc2c1=O	6%
Fc1cccc(-c2cnc(Nc3cnccn3)c3c2CCO3)c1	?
CN1CC(=O)N(C2CCC2)Cc2c(NCC(C)(C)C)ncnc21	-6%[86.2 µM]
O=C1Cc2c(-c3cccc4ccccc34)n[nH]c2CN1CCOc1ccccc1	-12%[86.2 µM]
O=C(O)c1cccc(C2CCCN(C(=O)CCCn3ccnc3)C2)c1 (stereo not given)	17%
CC(C)(c1nnnn1-c1ccc(Cl)cc1)N1CCOCC1	10%
Cc1ccccc1S(=O)(=O)N1CCC(CCC(=O)Nc2cccnc2)CC1	25%
c1cc(-c2ccsc2)n2nc(C3CCC3)nc2n1	?
O=C1CCN(C(=O)CC2C(=O)NCCN2Cc2ccccc2F)CCN1 (stereo not given)	-20%
CCc1c(C)sc(NC(=O)Cc2c(Cl)cccc2Cl)c1C#N	-11%
Cc1nnc2n1CCC(N(C)C(=O)NC1CCCC1)CC2 (stereo not given)	-10%
CCc1c(C)nc(-n2nc(C)cc2NC(=O)COc2ccc(C(C)C)cc2)[nH]c1=O	6%
CCc1nn(C(C)C(=O)NCc2ccccc2Cl)c(=O)c2cc3occc3n12 (stereo not given)	8%
N#Cc1ccccc1COc1cccc2c1CCCC2O (stereo not given)	-2%
Cc1cn2nc(C(=O)Nc3ccc(N(C)C)cc3)cc2c(N2CCCC2)n1	-18%
COc1ccc(C(=O)Cn2cnc3c2c(=O)n(C)c(=O)n3C)cc1	1%
CC(C)(C)NC(=O)CN1C(=O)NC2(CCC(C(C)(C)C)CC2)C1=O (stereo not given)	25%
O=C(Cn1cc(SCc2cccc(C(F)(F)F)c2)c2ccccc21)N1CCCCCC1	?
O=C(Nc1ccc(NS(=O)(=O)c2ccccc2)cc1)c1ccccc1	-4%
Cc1ccc(-n2nc(C)c([C@@H]3C=C[C@@H](NC(=O)NC(C)C)C3)c2C)cc1Cl	21%[86.2 µM]
COc1ccc(CN2CC[C@H]3COC(=O)N3c3ccccc3C2)cc1	19%[86.2 µM]
O=C(Nc1ccc(F)cc1)c1cc2n(n1)CC(c1ccc(Br)cc1)OC2 (stereo not given)	?
CCOC(=O)/C(C#N)=C/c1ccccc1OCc1ccc(Cl)cc1	18%
COc1cc(C(CC(=O)c2ccccc2)C(C#N)C#N)cc(OC)c1OC (stereo not given)	7%
COc1ccc(OC)c(NC(=O)Cn2cc(S(=O)(=O)c3ccccc3)c(=O)c3cc(C)ccc32)c1	?
COc1ccc(Cl)cc1C(=O)OCCOc1ccccc1F	-33%
COc1cc(=O)n2c(c1C(=O)NCc1ccc(F)cc1)CCCC2	24%
Cc1ccc(NC(=O)C(c2ccccc2)N2CCN(CC(=O)NC3CC3)CC2)cc1Cl (stereo not given)	6%
O=C(Nc1cccc(Cl)c1F)N1CCC(Oc2ncccc2C(=O)N2CCOCC2)C1 (stereo not given)	8%
Cc1cc(C)cc(C(=O)NC(C)C2CCCO2)c1 (stereo not given)	14%
Cc1ccc(S(=O)(=O)NCCc2nnc3ccc(SCC(=O)Nc4c(C)cc(C)cc4C)nn23)cc1	-27%
Cc1oc(-c2ccccc2)nc1C(=O)Nc1ccc(C(C)C)cc1	-1%
COc1ccc2oc(C(=O)N3CCN(S(=O)(=O)c4c(C)c(C)cc(C)c4C)CC3)c(C)c2c1	-9%
CCC(CC)c1nnc(NC(=O)C(CC)c2ccccc2)s1 (stereo not given)	-14%
CCOC(=O)Cn1c(=O)oc2cc(S(=O)(=O)NC(C)c3ccccc3)ccc21 (stereo not given)	9%
Cc1c(Cl)c(C(F)(F)F)nn1CC(=O)Nc1ccc(F)cc1F	9%
CN1C[C@H](C(=O)NCc2ccccc2)C[C@H]1c1cccc(C(F)(F)F)c1	3%[86.2 µM]
CN(C)c1ccc(NC(=O)CCC2CCCC2)cc1	8%
COc1ccc2c(c1)c(=O)c(C(=O)c1ccc(C)cc1)cn2Cc1ccccc1F	-4%

# Later entries
structure	KDM5B inhibitor
CCN(CC)CCNC(=O)Cn1nc(C)n2nc(-c3ccccc3)cc2c1=O	4%
CCc1ccc(CN(C)C(C(=O)O)c2c(OC)cccc2OC)nc1 (stereo not given)	4%
CCc1ccc(-n2nc(CO)c(C(=O)NC(C)c3ccc(Cl)cc3)n2)cc1 (stereo not given)	?
CC(=O)Nc1ccc(NC(=O)Cn2cc3c(n2)CCCCC3)cc1	-1%
O=C(Nc1cccc2cccnc12)c1cccc(S(=O)(=O)N2CCN(c3ccc(F)cc3)CC2)c1	11%
O=C(Nc1ccc([C@@H](O)[C@H]2COCC(=O)N2CC2CC2)cc1)c1ccc(F)cc1	-9%[86.2 µM]
CNC(=O)[C@@H]1C[C@@H](N)CN1S(=O)(=O)c1ccc2c(c1)OCCCO2	-25%
COc1ccc(CC(=O)NCCc2ccc(OC)c(OC)c2)cc1	21%
COc1ccc(-n2cc(C(=O)Oc3cc(C)cc(C)c3)c3ccccc3c2=O)cc1	-25%
O=C(O)CCNc1c(-c2ccc(F)cc2)nc2cnccn12	28µM*
CN(C)c1ccc(C(=O)NC[C@H]2O[C@@H](CO)[C@@H](O)[C@H]2N(C)Cc2ccccc2)cc1	-21%
CCn1c(=O)c2cc(C(=O)NCc3cc(OC)ccc3OC)sc2c2ccccc21	?
COc1ccc(NC(=O)C2CCN(c3nc4ccccc4[nH]3)CC2)cc1OC	-21%
CCOc1ccc(N2C(=O)CS(=O)(=O)C23C(=O)N(Cc2cccc(C)c2)c2ccccc23)cc1 (stereo not given)	-19%
COc1cccc(CNC(=O)CCC2CCN(C(=O)c3ccccc3F)CC2)c1OC	10%
Cc1ccc(-n2cccc2CC(=O)N(C)Cc2ccco2)cc1	?
Cc1ccc(-c2noc([C@@H]3C[C@H](NC(=O)COc4ccccc4)CN3C)n2)cc1	-18%[86.2 µM]
COCCNC(=O)[C@H]1C[C@H](Oc2ccccc2)CN1Cc1sccc1C	-5%
CCN1CCN(c2oc(-c3ccc([N+](=O)[O-])cc3)nc2C#N)CC1	3%&1%
Clc1ccc(-n2nnnc2C2(Nc3ccccc3)CCCCC2)cc1	12%

# No new results follow: entries from further up.
structure	KDM5B inhibitor
CCN(CC)CCNC(=O)Cn1nc(C)n2nc(-c3ccccc3)cc2c1=O	4%
CCc1ccc(CN(C)C(C(=O)O)c2c(OC)cccc2OC)nc1 (stereo not given)	4%
CCc1ccc(-n2nc(CO)c(C(=O)NC(C)c3ccc(Cl)cc3)n2)cc1 (stereo not given)	?

# (list continues)
structure	KDM5B inhibitor
COCCN1C(=O)C(=O)/C(=C(/O)c2ccc(OCC(C)C)c(C)c2)C1c1cccnc1 (stereo not given)	0%
O=C(c1cccc(Cl)c1)N1CCC2(CC1)CCN(Cc1cccs1)c1ccccc1O2	?
CCCCn1c(=O)n(CC(=O)NCc2ccc(Cl)cc2)c(=O)c2c1ncn2CC(C)C	-4%
CN1CCC(O)(CCn2cnc(-c3ccccc3)c2-c2ccsc2)CC1	-23%
Cc1ccccc1CNC[C@H]1O[C@@H]2C[C@@H](CC(=O)NCc3cnn(C)c3)O[C@@H]2[C@@H]1O	-8%[86.2 µM]
Cc1ccc(NC(NC(=O)c2ccc(C(C)(C)C)cc2)C(Cl)(Cl)Cl)cc1C (stereo not given)	-10%
Fc1ccc(-c2nc(Nc3cccc(Cl)c3)nc3c2COc2ccccc2-3)cc1	?
O=C(Cc1cccs1)Nc1cccc(-c2ccc3nncn3n2)c1	16%
O=C(COc1ccc(Cl)cc1Br)Nc1ncn[nH]1	13%
[O-][N+]1=C2CCC/C(=N\O)C2=NC12CCCCC2	6%
COC(=O)c1ccc(Oc2ccc(C(=O)OC)cc2)cc1	14%
Nc1ncc(-c2ccccc2)c(-c2ccc(OCc3ccc(F)cc3)cc2O)n1	16%
Cc1ccc(CN2CCOc3cc([S+](N)(=O)[O-])ccc3C2)c(F)c1	5%[86.2 µM]
CC(C)c1ccc(CNc2nc(-c3ccco3)nn2C(=O)c2ccc([N+](=O)[O-])cc2)cc1	?
COc1nc2ccccc2nc1N1CCC(C(=O)Nc2ccc(Cl)cc2C)CC1	-1%
Cc1ccccc1-c1nc(CS(=O)(=O)CC(=O)NCCc2ccccc2)c(C)o1	?
N#Cc1ccc(NC(=O)CCSc2ccc(Cl)cc2)cc1	-21%
Cc1c(NC(=O)C(C)(C)C)cccc1-c1nc2ccccc2s1	3%
COc1ccc(-c2cc(C(=O)O)c3cc(C)cc(C)c3n2)c(OC)c1	-14%
CCN(CC)S(=O)(=O)c1ccc(N2CCCCC2)c(NC(=O)CC(C)C)c1	13%

# In another format: 2 of the compounds above.
KDM5B inhibitor,SMILES
-14%,COc1ccc(-c2cc(C(=O)O)c3cc(C)cc(C)c3n2)c(OC)c1
13%,CCN(CC)S(=O)(=O)c1ccc(N2CCCCC2)c(NC(=O)CC(C)C)c1

# Remaining list, next part.
structure	KDM5B inhibitor
Cc1cc(N2CCN(S(=O)(=O)c3ccc(Cl)c(Cl)c3)CC2)nc(C(C)C)n1	4%
Cc1cnc(C(=O)NC2C[C@H]3CC[C@@H](C2)N3C(=O)CC2CCCCC2)cn1 (stereo not given in full)	18%
COC(C)(C)C#CC(=O)c1cccc2ccccc12	?
COc1ccccc1Nc1ncc2c(n1)CN(C(=O)c1cc3ccccc3n1C)CCN2	40µM*
COc1ccccc1N1CCN(CC(=O)Nc2ccnn2Cc2cccc(Cl)c2)CC1	3%
Cc1ccccc1-c1cnc2[nH]cc(CC(=O)NC3CCOCC3)c2c1	?
CCOc1ccc(/C=N/NC(=S)NC2CC3C=CC2C3)cc1 (stereo not given)	-10%
CN(CC1CCOC1)C(=O)Nc1cccc(C(F)(F)F)c1 (stereo not given)	17%
Cc1noc(C)c1S(=O)(=O)N1CCC(Cc2nc(-c3ccncc3)n[nH]2)C1 (stereo not given)	-6%
CC(=O)Nc1ccc(S(=O)(=O)Nc2ccc3n(c2=O)C[C@H]2C[C@@H]3CN(C(=O)NC3CCCCC3)C2)cc1	?
CC(=O)N1CCCC(c2nn(-c3ccc(F)cc3)c(=O)[nH]2)C1 (stereo not given)	-10%[86.2 µM]
Cc1ccc(-n2c(C3CCN(C(=O)c4ccc(C)nc4)CC3)n[nH]c2=O)cc1	-4%
O=C1CN(C(=O)c2cnc3ccccn3c2=O)CCN1Cc1ccc(F)cc1	28µM*
Cc1sc(C2C(C#N)=C(N)N(c3cccc(Cl)c3)C3=C2C(=O)CCC3)cc1CN1CCOCC1 (stereo not given)	?
Cc1cc(C)c2oc(C(=O)N(Cc3cccs3)C3CCS(=O)(=O)C3)cc(=O)c2c1 (stereo not given)	?
O=C1Nc2ccccc2C2(CCN(C(=O)c3cccnc3)C2)O1 (stereo not given)	-19%[86.2 µM]
Cc1ccc(Cn2c(SCCC(=O)O)nc3c2c(=O)[nH]c(=O)n3C)cc1	14%
Cc1ccc(C(=O)/C=C/c2cc(C)c(O)c(C)c2)o1	-9%
CC(OC(=O)Cc1c[nH]c2ccccc12)C(=O)NC(N)=O (stereo not given)	-6%
COC(=O)c1ccc(NC(=O)c2cc(S(=O)(=O)N3CCc4ccccc43)cn2C)cc1	-10%
CN(C)c1oc(-c2ccccc2)nc1S(=O)(=O)c1ccc2c(c1)OCCO2	?
CN(C)c1ccc(NC(=O)Cn2cnc3c2c(=O)n(C)c(=O)n3C)cc1	2%
CCC(=O)N1Cc2ccccc2CC2(CCCCN2CC)C1 (stereo not given)	100µM*
